Screening results as filed in PubChem.
eLon inh: inhibits E. coli Lon protease. purified E. coli Lon protease, fluorescence polarization. inhibition, % at 7.94 µM. 0.42% of 360,000 active; in the data active = inhibition above about 13%, passing the limit was not always enough;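 note: 0% = enzyme with probe and DMSO and 100% = no enzyme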
MsrA act: activates bovine MsrA enzyme. 0.3% of 360,000 active. AID 602163. activation, % at 10.6 µM. purified bovine MsrA, absorbance read-out; in the data active = activation above about 7.5%;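 note: 0% = vehicle and 100% = reference activator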
FAS TE block: FAS thioesterase (human) inhibition. P49327. inhibition, % at 15 µM. 0.67% of 360,000 active. recombinant FAS-TE, OMFH fluorogenic substrate, fluorescence endpoint;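 active = compounds whose normalised, plate-corrected inhibition of enzyme fluorescence in the single-dose primary screen is 50% or more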;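 note: 0% = DMSO with enzyme and 100% = substrate without enzyme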
MsrA inhibitor: inhibitors of bovine MsrA. 0.75% of 360,000 active. inhibition, % at 15.5 µM. purified bovine MsrA, absorbance read-out. AID 651718; in the data active = inhibition above about 4.5%;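 note: 0% = vehicle wells with enzyme and 100% = reference inhibitor wells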
MT1-MMP act inh: inhibitors of human MT1-MMP activation | HT1080 RFP-PRO-GFP cells, GFP/RFP ratio fluorescence, overnight; percent of plate control window, DMSO zero | GFP/RFP ratio change, % at 20 µM | 0.061% of 360,000 active;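 active = GFP/RFP ratio change of at least 30% with cell ATP level not reduced by more than half and red fluorescence within 50% of control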; note: strong numbers were not always called active
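Assay system – RFP-PRO-GFP reporter HT1080 cells · Compound dosing – single dose of 20 µM compound, 1% DMSO final · Incubation – overnight compound exposure at 37 °C · Measure – GFP/RFP fluorescence ratio · Benchmarks – DMSO wells and RFP-L50D-GFP cells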
SKN-1 inh: inhibitors of C. elegans SKN-1; C. elegans VP596 Pgst-4::GFP/RFP ratio, acrylamide-induced, 24 h; inhibition, % at 21.8 µM; 0.49% of 360,000 active; AID 624304;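 active = interference check ratio from 0.5 to 1.5 plus GFP to RFP signal ratio inhibition reaching or exceeding a fixed threshold, cut at about 30% in these data, passing the limit was not always enough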; note: some compounds called inactive have numbers as strong as hits
Neddylation inh: inhibitors of human cullin neddylation. P61081+Q13564. TR-FRET cullin neddylation, biochemical. calls only at 25 µM. 0.58% of 360,000 active; in the data active = inhibition above about 36%
Rin1 Abl inh: blocks binding of human Rin1 to Abl; AID 588664; 0.4% of 360,000 active; inhibition, % at 7.35 µM; TR-FRET Rin1/Abl binding, biochemical; P00519+Q13671; in the data active = inhibition above about 5%, passing the limit was not always enough
Target sequence (P00519 whole entry, looked up): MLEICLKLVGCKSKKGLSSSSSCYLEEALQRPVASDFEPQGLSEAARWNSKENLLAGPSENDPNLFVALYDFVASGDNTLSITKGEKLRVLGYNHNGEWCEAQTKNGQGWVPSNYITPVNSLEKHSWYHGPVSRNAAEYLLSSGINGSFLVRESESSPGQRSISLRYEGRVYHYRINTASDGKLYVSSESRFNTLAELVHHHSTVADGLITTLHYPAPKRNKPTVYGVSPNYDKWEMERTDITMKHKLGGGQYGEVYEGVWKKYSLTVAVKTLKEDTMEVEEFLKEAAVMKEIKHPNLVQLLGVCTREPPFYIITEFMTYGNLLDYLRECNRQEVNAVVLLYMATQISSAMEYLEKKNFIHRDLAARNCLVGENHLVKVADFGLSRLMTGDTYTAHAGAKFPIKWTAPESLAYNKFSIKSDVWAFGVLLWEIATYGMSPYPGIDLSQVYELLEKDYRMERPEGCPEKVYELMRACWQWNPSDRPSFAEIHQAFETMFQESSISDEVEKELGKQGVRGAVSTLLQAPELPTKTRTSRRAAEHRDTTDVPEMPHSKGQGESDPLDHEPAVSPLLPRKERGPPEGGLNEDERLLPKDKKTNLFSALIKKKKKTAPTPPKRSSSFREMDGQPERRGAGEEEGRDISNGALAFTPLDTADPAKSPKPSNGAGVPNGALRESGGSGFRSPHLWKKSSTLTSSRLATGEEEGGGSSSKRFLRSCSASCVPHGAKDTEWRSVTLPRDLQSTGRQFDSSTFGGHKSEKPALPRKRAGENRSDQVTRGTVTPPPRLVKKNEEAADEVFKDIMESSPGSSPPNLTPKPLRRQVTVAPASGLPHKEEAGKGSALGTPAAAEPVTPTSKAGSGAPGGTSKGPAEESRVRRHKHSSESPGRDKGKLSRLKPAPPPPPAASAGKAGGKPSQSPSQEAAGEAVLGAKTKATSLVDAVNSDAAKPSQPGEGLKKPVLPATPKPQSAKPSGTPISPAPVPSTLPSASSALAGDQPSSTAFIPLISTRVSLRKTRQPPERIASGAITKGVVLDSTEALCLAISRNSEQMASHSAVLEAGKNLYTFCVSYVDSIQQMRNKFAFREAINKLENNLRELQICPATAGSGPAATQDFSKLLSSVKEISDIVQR
Target sequence (Q13671 whole entry, looked up): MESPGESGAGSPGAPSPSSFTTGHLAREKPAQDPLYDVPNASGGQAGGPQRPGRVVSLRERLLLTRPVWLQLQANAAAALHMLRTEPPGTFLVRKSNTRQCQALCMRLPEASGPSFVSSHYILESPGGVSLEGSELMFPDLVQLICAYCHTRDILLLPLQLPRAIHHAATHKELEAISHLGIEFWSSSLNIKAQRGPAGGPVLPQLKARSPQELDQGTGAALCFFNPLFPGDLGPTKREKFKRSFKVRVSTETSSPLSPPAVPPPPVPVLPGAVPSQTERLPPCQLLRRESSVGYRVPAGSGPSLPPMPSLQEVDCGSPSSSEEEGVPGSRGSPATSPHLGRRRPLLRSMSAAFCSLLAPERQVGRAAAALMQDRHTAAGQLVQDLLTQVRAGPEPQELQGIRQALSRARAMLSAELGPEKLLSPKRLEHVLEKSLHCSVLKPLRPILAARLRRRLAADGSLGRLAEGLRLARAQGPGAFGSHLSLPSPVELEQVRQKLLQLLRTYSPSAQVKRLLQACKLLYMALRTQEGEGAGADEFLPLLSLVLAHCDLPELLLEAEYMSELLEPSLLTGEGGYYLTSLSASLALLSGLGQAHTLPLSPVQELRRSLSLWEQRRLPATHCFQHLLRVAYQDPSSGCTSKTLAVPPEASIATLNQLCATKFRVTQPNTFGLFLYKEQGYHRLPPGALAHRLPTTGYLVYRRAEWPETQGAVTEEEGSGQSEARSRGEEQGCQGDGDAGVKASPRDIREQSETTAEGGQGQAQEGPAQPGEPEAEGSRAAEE
CendR NRP1 mod: NRP-1/CendR interaction modulation; FAM-RPARPAR peptide binding to NRP-1, fluorescence polarization; inhibition, % at 25 µM; 0.85% of 360,000 active;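 active = inhibition or corrected inhibition above about 18%, plus a signal ratio from 0.5 to 1.5, limit read from the data, passing the limit was not always enough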; note: strong numbers were not always called active
Numbers without * were called inactive; i = inactive; · = no result given.

SMILES	eLon inh	MsrA act	FAS TE block	MsrA inhibitor	MT1-MMP act inh	SKN-1 inh	Neddylation inh	Rin1 Abl inh	CendR NRP1 mod
CN1CCN(C(=O)c2ccc3c(=O)n4c(nc3c2)CCCCC4)CC1	16.2	-3.7	-8.3	-0.5	-1.3	9.2	i	0.2	-1.3
Cc1noc(C(=O)NCc2cccnc2)c1Cl	1.0	-0.3	-2.3	-0.2	-3.4	18.0	i	-1.7	-0.8
CC(C)COc1ccc(S(=O)(=O)n2cc(F)c(=O)[nH]c2=O)cc1	2.6	-6.3	-5.6	-1.1	-4.4	-1.2	i	-1.6	0.5
Cc1nn(CC(=O)O)c(C)c1NC(=O)c1cccs1	-3.9	-1.9	-7.9	0.7	4.8	-3.2	i	3.2	5.8
Cc1ccccc1N(Cc1nnc2n1CCCCC2)C(=O)Nc1ccccc1	-0.5	-3.0	-0.6	-0.1	-2.5	22.2	i	0.2	-0.1
COc1ccc2oc(=O)c(C(=O)N3CCc4ccccc43)cc2c1	2.0	-5.2	0.3	-0.6	-0.2	13.3	i	0.0	-1.8
COC(=O)c1ccc(/C=N/NS(=O)(=O)c2cc(C)ccc2C)cc1	-3.6	-4.7	-3.0	1.7	-2.8	5.8	i	0.9	-3.2
COc1cccc(NC(=O)C(=O)NCC2CCCN2S(=O)(=O)c2cccs2)c1 (configuration not stated)	-17.3	-1.5	-3.1	0.2	3.1	-3.7	i	1.0	-2.8
COCCCN1C(=O)C(CC(=O)NCCN2CCOCC2)CC(C(=O)N(C)C)=C1C (configuration not stated)	-3.5	-3.4	-9.2	-0.2	-0.9	5.7	i	1.9	0.0
O=C(O)c1cnc(-c2ccccc2)nc1-c1ccccc1	-4.0	-4.8	-11.9	0.2	4.1	-4.6	i	-1.4	1.1
COc1ccc(C)cc1NC(=O)C(c1ccccc1)N1CCN(CC(=O)NC2CC2)CC1 (configuration not stated)	-6.1	-7.7	-2.0	-0.3	0.0	7.9	i	3.8	-4.1
CN(C)C(=O)c1ccc(NC(=O)c2cc(-n3cnnc3)ccc2Cl)cc1	-0.1	-2.5	-6.4	1.2	-1.0	9.5	i	0.5	-2.7
Cc1cc(C)n2nc(C(=O)Nc3ccc4c(c3)OCCO4)nc2n1	-9.9	-11.6	-3.2	0.2	0.3	-5.0	i	1.5	-6.0
CC1CCC(NC(=O)c2nc(Cn3ccc([N+](=O)[O-])n3)no2)CC1 (configuration not stated)	-0.1	2.2	1.1	0.3	2.1	-11.3	i	2.4	7.4
O=C(O)c1cc(-c2ccc3c(c2)OCO3)nc2ccccc12	4.7	-3.4	-6.9	2.3	2.6	-17.1	i	3.4	-6.4

Taken from above.
Reading for CN(C)C(=O)c1ccc(NC(=O)c2cc(-n3cnnc3)ccc2Cl)cc1 in CendR NRP1 mod: -2.7
Reading for CC(C)COc1ccc(S(=O)(=O)n2cc(F)c(=O)[nH]c2=O)cc1 in MsrA act: -6.3

Following part:
SMILES	eLon inh	MsrA act	FAS TE block	MsrA inhibitor	MT1-MMP act inh	SKN-1 inh	Neddylation inh	Rin1 Abl inh	CendR NRP1 mod
CC(=O)N1CCc2c(sc(NC(=O)C3CCCN3S(=O)(=O)c3cccs3)c2C(N)=O)C1 (configuration not stated)	40.5*	-4.3	-19.5	1.8	-25.3	-1.7	i	-2.9	-22.6
COC(=O)c1oc2ccccc2c1NC(=O)CN1CCCC1	-6.5	0.3	-7.7	0.9	1.4	-1.8	i	1.8	2.7
COc1ccccc1NC(=O)c1c[nH]c2ccccc12	-6.3	-0.3	0.5	0.3	-1.6	9.6	i	2.5	2.0
CCOc1cc(CN2CCCC(N3CCN(c4ccc(F)cc4)CC3)C2)ccc1OC (configuration not stated)	-0.4	0.6	-1.9	-0.2	1.2	23.3	i	-2.9	2.9
CCCOc1ccc(-c2c(=O)n(OCc3ccc([N+](=O)[O-])cc3)c3ccccc3[n+]2[O-])cc1	-2.7	-8.5	8.7	0.7	6.4	-8.4	i	0.2	-1.9
Cc1ccc(S(=O)(=O)N2C[C@H]3N(C(=O)OC(C)C)N(C(=O)OC(C)C)C[C@H](OC(=O)NC4CC4)[C@@]3(O)C2)cc1	1.9	-1.3	-8.1	-1.8	-0.8	0.4	i	-3.6	2.5
Cc1sc2nc(CSc3ccccc3)nc(N3CCN(C)CC3)c2c1C	-1.8	-10.2	9.0	0.3	-11.6	-0.6	i	-0.8	6.2
O=C(NCC1CCCO1)C1CCCN(Cc2cnn(-c3ccccc3)c2-n2cccc2)C1 (configuration not stated)	8.9	0.4	-4.1	-1.2	0.8	20.2	i	0.2	20.5
CSCC[C@H](CO)NC(=O)[C@H]1O[C@@H](n2cnc3c(N)ncnc32)[C@H](O)[C@@H]1O	-2.2	-1.1	-6.4	-0.3	0.5	-5.1	i	-0.7	12.8
O=C(Nc1ccc(S(=O)(=O)Nc2ncccn2)cc1)C1CC(=O)N(c2ccc(Cl)cc2)C1 (configuration not stated)	0.7	-2.3	-1.9	-0.2	1.8	13.2	i	-2.9	2.1
Fc1cccc(Cl)c1CSC1=NCCS1	0.7	0.7	8.9	-0.8	0.6	16.4	i	-1.0	-1.5
Clc1ccccc1Nc1nc(-c2cccnc2)cs1	-4.4	-2.1	4.4	-0.9	-6.8	16.8	i	-2.3	-11.2
O=C(NC(=S)NCCc1ccccc1)C1CCCCC1	3.6	-5.1	9.5	0.5	-17.9	2.6	i	-1.6	5.4
Nc1nc(NC(=O)c2ccc(F)cc2)ns1	0.7	-0.5	-15.3	-0.3	1.7	20.5	i	-1.0	21.6
CCN1CCc2c(sc(NC(=O)c3ccc(S(=O)(=O)N(C)c4ccccc4)cc3)c2C(=O)NC)C1	-280.4	-1.8	-93.8	·	-86.6	-0.5	i	-3.9	-77.5
CCCCCCc1nnc(NC(=O)OCC)s1	0.1	0.9	-1.7	0.4	2.4	0.8	i	-0.3	9.2
C=CCNC(=S)NNC(=O)COc1cccc(Cl)c1	-4.9	0.0	-4.2	·	-2.4	14.8	i	0.5	4.3
COc1ccc(CNC(=O)CNC(=O)CNS(=O)(=O)c2ccc(C)c(C)c2)cc1	-0.1	-2.9	-3.1	-0.1	-0.2	-3.5	i	3.2	-7.5
CCOC(=O)Cn1cc(/C=N/NC(=O)c2ccc(C#N)cc2F)c2ccccc21	2.8	-3.9	2.0	6.2*	5.1	1.7	i	1.0	-0.1
FC(F)(F)c1cccc(-c2cc3nc(NCCOc4ccccc4)ccn3n2)c1	-11.3	1.6	39.4	-0.1	12.7	18.7	i	0.4	-20.1
O=C(O)CNC(=S)N(Cc1ccc(F)cc1)C1CCCCC1	0.0	-0.2	0.3	1.6	-1.4	-4.1	i	-2.1	4.8
CC(=O)c1cccc(NC(=S)NNC(=O)c2ccco2)c1	-4.4	-3.3	-3.4	-0.1	3.3	-3.6	i	0.9	12.9
CCS(=O)(=O)c1ccc(-c2csc(-c3ccccc3Cl)n2)c(Cl)c1Cl	-8.3	-10.6	72.3*	-0.4	-5.0	15.9	i	-5.0	5.6
CN(Cc1cnn(-c2ccccc2)c1)C(=O)C1CCC(=O)N(C2CC2)C1 (configuration not stated)	-2.1	-1.8	-6.2	-0.8	1.7	10.0	i	1.0	3.8
CN(C)C(CNC(=O)C1CCN(S(=O)(=O)c2cccc(C(F)(F)F)c2)CC1)c1ccccc1 (configuration not stated)	-8.2	-5.9	-3.6	-0.5	-2.0	2.7	i	-1.6	1.1
CCCCOc1ccc(-c2cc(C(F)(F)F)c(C#N)c(SCC(=O)O)n2)cc1	10.6	-6.3	8.0	0.6	-67.8	6.4	i	-0.9	-31.4
O=C(CCCC(=O)N(CC(=O)NC1CCCCC1)CC1CCCO1)Nc1ccccn1 (configuration not stated)	-4.0	-3.6	-7.5	0.0	-3.4	-7.2	i	-0.9	3.5
Cc1ccc(S(=O)(=O)NNC(=O)C2COc3ccccc3O2)cc1 (configuration not stated)	-0.5	-2.9	-16.5	3.0	-3.4	5.1	i	-2.9	-0.5
O=C(O)CCN1C(=O)/C(=C\c2cccc(Oc3ccccc3)c2)SC1=S	3.2	-5.1	-12.5	3.9	-0.6	10.6	i	1.9	-90.2
CCOC(=O)[C@H]1[C@H]2COc3ccc(C)cc3[C@@H]2N2C(=O)CN(Cc3ccccc3)C(=O)[C@@]12C	-8.1	-1.7	5.8	-0.3	-3.6	-5.5	i	-1.2	-2.6
Cc1cc(NC(=S)Nc2ccccc2)ccc1Br	-2.5	0.5	4.3	0.6	5.6	21.7	i	2.0	-3.3
COC(=O)c1cc(S(=O)(=O)Nc2cccc(-c3ccno3)c2)c[nH]1	-11.7	-4.3	-3.3	0.5	1.8	-4.3	i	-0.4	-2.7
COc1cc(/C=N/n2nnnc2N)ccc1O	1.2	-2.6	-5.8	4.2	4.3	-2.7	i	-1.7	-8.8
CCN1CCN(CC(=O)Nc2cccc(C)c2)C(=O)C1=O	-9.8	-2.6	-4.2	-0.3	0.1	-27.2	i	2.5	5.6
CCN(CC)CCCNC(=S)N(CCO)Cc1cc2cc3c(cc2[nH]c1=O)OCO3	-3.4	-5.9	-6.8	2.2	-0.9	-8.3	i	0.4	-8.4
COc1ccc(C(=O)Nc2ccccc2C(=O)N2CCOCC2)cc1OC	1.2	1.1	-3.0	1.0	-0.5	-9.1	i	0.1	16.2
N#Cc1c(-c2cccc(Cl)c2)[nH]c(=S)[nH]c1=O	-1.6	5.0	-3.1	3.3	1.9	9.5	i	-6.8	2.6
CC12CCC(=O)C=C1CCC1C2C(O)CC2(C)C1CCC2(O)C(=O)COC(=O)CCC1CCCC1 (configuration not stated)	2.0	-0.1	28.7	·	0.5	2.0	i	-0.9	-1.8
O=C(Nc1ccccn1)c1cc(-c2ccc(Cl)s2)nc2ccccc12	-4.8	-3.0	25.7	1.3	-1.9	-1.9	i	3.6	-6.5
CCN1CCN(C(=O)CN(C)S(=O)(=O)c2ccc3ccccc3c2)CC1	-4.5	-2.9	-2.8	-0.9	6.1	5.7	i	1.4	9.4
C#CCOCCOCCOCCNc1nc(N2CCN(C(=O)[C@H](CCCCN)n3cc(CN)nn3)CC2)nc(N2CCN(C(=O)[C@H](CO)n3cc([C@@H](N)C(C)C)nn3)CC2)n1	1.4	-8.7	-5.7	0.0	1.0	1.5	i	1.1	1.5
Cc1sc2ncnc(NCc3cccs3)c2c1C	-2.3	7.2	5.2	1.2	11.7	1.8	i	-1.0	-3.3
Cc1nc2ccc(C(=O)c3ccccc3)cc2[nH]1	-1.4	-0.5	-5.5	1.0	-3.3	-8.3	i	-1.9	14.8
CCC(=O)CCC(=O)c1ccc2ccccc2c1	4.6	-4.6	-2.0	-0.7	3.7	4.4	i	-1.2	8.8
O=C(Nc1ccccc1Cl)NC1(C(=O)NCC2CCCO2)CCCCC1 (configuration not stated)	7.8	1.0	-5.0	1.3	2.8	-3.5	i	-0.8	8.8

Next section, overlapping the part above by 2 compounds.
SMILES	eLon inh	MsrA act	FAS TE block	MsrA inhibitor	MT1-MMP act inh	SKN-1 inh	Neddylation inh	Rin1 Abl inh	CendR NRP1 mod
CCC(=O)CCC(=O)c1ccc2ccccc2c1	4.6	-4.6	-2.0	-0.7	3.7	4.4	i	-1.2	8.8
O=C(Nc1ccccc1Cl)NC1(C(=O)NCC2CCCO2)CCCCC1 (configuration not stated)	7.8	1.0	-5.0	1.3	2.8	-3.5	i	-0.8	8.8
Cc1cc([N+](=O)[O-])ccc1NC(=S)NC(=O)C(c1ccccc1)c1ccccc1	5.0	-5.0	32.7	1.1	-29.8	9.6	i	-0.4	19.6
O=C1c2ccccc2C(O)N1c1ccccc1 (configuration not stated)	1.3	-6.9	-5.2	-0.7	-1.0	-5.2	i	-1.1	-11.4
Cc1[nH]n(-c2ccccc2)c(=O)c1C(c1ccc(C(=O)O)cc1)c1c(C)[nH]n(-c2ccccc2)c1=O	-5.0	-0.8	-8.7	-0.6	7.6	3.2	i	16.7*	-24.3
Cc1c(C)[n+](=O)c(-c2ccco2)c(C)n1[O-]	3.8	-13.3	-7.4	0.7	-5.0	-6.6	i	-5.0	-6.1
